# HKDC1 inhibitor – blocks human hexokinase HKDC1 activity | 340,000 compounds, 0.16% hits | inhibition, % at 20 µM | AID 493160 | recombinant HKDC1, G6PDH/diaphorase resazurin coupled fluorescence;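 active = inhibition above about 35% when tested at 20 µM, limit read from the data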;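 also: plate controls were DMSO wells with enzyme for no effect and DMSO wells lacking enzyme for full effect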
#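 System: Recombinant HKDC1 hexokinase | Amount: HKDC1 at 5 µg/mL | Reagent: Glucose with 1 mM ATP | Doses: Single 20 µM dose | Incubation: Reaction time 90 min, room temperature, protected from light | Signal: Coupled resazurin fluorescence, excitation 525 nm, emission 613 nm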
# Gli-Sufu block – antagonists of Gli-Sufu signaling | Sufu-KO-LIGHT fibroblasts, Gli luciferase reporter luminescence | inhibition, % at 5 µM | 340,000 compounds, 0.74% hits | AID 588413;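 active = inhibition above about 55%, limit read from the data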;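 also: 0% = DMSO-treated cells and 100% = wells with medium but no cells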
# 697 NFkB inh – lowers PMA/ionomycin-induced NF-kB signal in 697 B cells; 330,000 compounds, 0.33% hits; inhibition, % at 4 µM; 697 B-cell NF-kB luciferase reporter, 16 h; in the data active = inhibition above about 35%
# Apaf1 inhib – human Apaf-1 inhibition; O14727; reconstituted apoptosome caspase-3 activity, DEVD-Rh110 fluorescence; inhibition, % at 20 µM; 330,000 compounds, 0.71% hits; AID 489030; active = inhibition of at least 40% at 20 µM;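 also: plate controls were DMSO wells for no effect and DEVD-CHO caspase inhibitor wells for full effect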
# Target sequence (O14727 whole entry, looked up): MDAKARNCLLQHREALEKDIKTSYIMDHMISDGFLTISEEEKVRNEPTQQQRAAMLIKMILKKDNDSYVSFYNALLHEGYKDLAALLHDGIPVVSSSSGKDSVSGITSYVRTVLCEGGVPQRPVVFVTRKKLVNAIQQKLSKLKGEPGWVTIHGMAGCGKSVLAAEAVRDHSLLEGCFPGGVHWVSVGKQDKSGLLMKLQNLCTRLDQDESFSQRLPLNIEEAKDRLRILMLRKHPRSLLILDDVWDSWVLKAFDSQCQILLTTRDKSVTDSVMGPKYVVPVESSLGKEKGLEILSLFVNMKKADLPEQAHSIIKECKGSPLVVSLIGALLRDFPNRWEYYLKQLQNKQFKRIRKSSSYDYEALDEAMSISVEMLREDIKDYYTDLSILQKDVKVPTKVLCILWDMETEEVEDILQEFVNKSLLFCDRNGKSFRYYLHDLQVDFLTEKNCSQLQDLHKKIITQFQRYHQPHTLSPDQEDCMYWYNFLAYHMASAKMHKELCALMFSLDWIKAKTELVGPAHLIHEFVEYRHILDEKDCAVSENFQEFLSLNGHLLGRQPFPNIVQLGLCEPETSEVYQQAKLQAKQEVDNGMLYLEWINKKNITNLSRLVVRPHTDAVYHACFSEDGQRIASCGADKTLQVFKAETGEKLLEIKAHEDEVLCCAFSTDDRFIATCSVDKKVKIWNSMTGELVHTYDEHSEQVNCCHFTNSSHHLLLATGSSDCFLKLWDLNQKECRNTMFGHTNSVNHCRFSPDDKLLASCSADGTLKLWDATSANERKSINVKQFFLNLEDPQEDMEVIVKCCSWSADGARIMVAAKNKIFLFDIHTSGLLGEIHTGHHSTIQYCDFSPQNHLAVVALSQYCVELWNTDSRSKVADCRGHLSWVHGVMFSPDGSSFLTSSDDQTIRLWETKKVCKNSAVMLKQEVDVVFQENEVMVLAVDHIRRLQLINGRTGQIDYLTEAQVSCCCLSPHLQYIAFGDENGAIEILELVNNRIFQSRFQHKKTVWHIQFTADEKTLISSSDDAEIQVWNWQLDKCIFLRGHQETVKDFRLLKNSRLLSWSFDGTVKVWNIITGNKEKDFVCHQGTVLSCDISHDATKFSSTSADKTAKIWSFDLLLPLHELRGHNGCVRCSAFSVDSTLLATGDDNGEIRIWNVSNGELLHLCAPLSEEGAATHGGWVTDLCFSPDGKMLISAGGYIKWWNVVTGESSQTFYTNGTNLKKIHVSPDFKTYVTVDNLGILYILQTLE
#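 Assay system: Apoptosome proteins | Medium: pH 7.5 Hepes buffer with CHAPS, BSA, DTT | Also added: Cytochrome c and DEVD-Rh110 substrate | Times: 30 min plus 50 min, RT | Detection: Rhodamine 110 fluorescence at Ex 480/Em 540 nm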
# Jurkat NFkB inh – lowers PMA/ionomycin-induced NF-kB signal in Jurkat cells. PMA/ionomycin-induced NF-kB luciferase reporter, luminescence. inhibition, % at 4 µM. 330,000 compounds, 0.53% hits. AID 435003
# UBC13 inh – human UBC13 polyubiquitination inhibition | P61088 | 330,000 compounds, 0.47% hits | inhibition, % at 20 µM | AID 485273 | UBC13 polyubiquitin chain formation, TR-FRET; in the data active = inhibition above about 45%, passing the limit was not always enough
# SENP7 inh – inhibitors of human SENP7 protease. Q9BQF6. recombinant SENP7, Z-RLRGG-aminoluciferin luminescence, 40 min. inhibition, % at 5 µM. 330,000 compounds, 1.5% hits. AID 434973;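 active = inhibition above about 50% at the single test dose, limit read from the data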;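 also: plate controls were DMSO with enzyme for no effect and no enzyme buffer wells for full effect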
# SENP8 block – SENP8 protease inhibition | Q96LD8 | purified SENP8, Z-RLRGG-aminoluciferin cleavage, luminescence | inhibition, % at 10 µM | 330,000 compounds, 1.2% hits
# Active calls of the source: *; & = joins results of further samples. Rule as the data show it, unless noted: active = inhibition above about 50%; inactive = the rest. The order is random; overall some 3.6% were active at least once.
SMILES,HKDC1 inhibitor,Gli-Sufu block,697 NFkB inh,Apaf1 inhib,Jurkat NFkB inh,UBC13 inh,SENP7 inh,SENP8 block
Cc1ccc(-c2nnc(CSc3nc4cc5c(cc4cc3C)OCO5)o2)cc1,16.9,9.2,-9.0,5.0,11.9,2.9,-8.0,3.5
CCCCNC(=O)/C(C#N)=C/c1cccnc1,-11.9,-6.8,-1.9,4.0,16.5,4.9,3.1,-0.4
O=c1c2ccccc2ncn1-c1ccc([N+](=O)[O-])cc1Cl,-3.8,0.2,7.3,-1.1,-7.6,-4.9,-4.8,-11.7
O=C(NCc1ccc2c(c1)OCO2)c1cc(=O)[nH]c2ccccc12,-3.7,2.4,0.5,-5.1,-3.3,-3.6,0.7,2.7
CN[C@H]1CCc2cc(OC)c(OC)c(OC)c2-c2ccc(N(C)CC(OC)OC)c(=O)cc21,5.4,4.5,-11.5,7.7,29.9,-8.9,-5.3,-6.1
CCN(CC)CCCNC(=O)c1cc(-c2ccc(Cl)cc2)on1,-3.1,7.9,-0.6,15.6,-8.9,-0.6,-14.7,-4.5
COc1ccc(-c2nn(-c3ccccc3)cc2/C=C(/C#N)C(N)=O)cc1[N+](=O)[O-],-3.6,-0.5,6.5,-56.6,-1.5,5.0,0.8,-0.7
CCOC(=O)CC1C(=O)NCCN1C(=O)COc1ccc(Br)cc1C (configuration not stated),-0.2,20.5,14.0,-11.2,12.6,-1.3,-7.9,-7.2
Cc1ccc(N2Cc3ccccc3C2=S)cc1,2.4,-23.5,-146.6,-0.4,-101.9,44.9,59.2*,44.3
Cn1c(N)c(C(=O)COC(=O)C2=NNC(=O)CC2)c(=O)n(C)c1=O,-5.7,5.4,10.5,-6.7,-3.2,-7.3,-4.0,-5.9
O=C(CCn1ccnc1)Nc1cc(Cl)ccc1O,2.3,-11.6,-32.8,0.1,-35.4,-6.8,4.6,-2.7
CCOc1cc(C(=O)N2CCC3(CC2)NCCc2[nH]cnc23)cc(OCC)c1OCC,-5.8,3.6,12.0,-6.7,-6.1,-2.3,12.2,-4.3
Cc1sc2nc(CSc3cccc(C(F)(F)F)c3)[nH]c(=O)c2c1C,4.1,-1.9,-92.1,14.1,8.0,-4.0,2.2,-4.0
COc1ccc(C2CC(c3ccccc3Cl)Nc3ncnn32)cc1OC (configuration not stated),-4.7,1.6,8.0,-6.5,1.6,3.4,-1.5,2.8
CCNc1nc(NCC)nc(OCC(=O)O)n1,-3.6,4.3,24.0,-33.7,0.5,-1.3,2.6,0.7
Cn1c(Cc2cccs2)nnc1SCC(=O)N1CCc2ccccc21,-3.6,-0.6,6.7,2.1,14.2,0.2,14.3,2.4
COc1ccccc1N1CCN(S(=O)(=O)c2ccccc2F)CC1,-5.9,-2.8,12.1,-11.2,10.2,14.3,2.5,-6.4
COC(=O)[C@]1(C)N[C@H](CN(C)C(=O)c2ccc(C)cc2)[C@@H]2C(=O)N(Cc3ccccc3)C(=O)[C@@H]21,2.1,-22.1,7.5,-1.4,0.5,-1.1,9.2,4.8
COc1ccc(OC)c(NC(=O)C(=O)N/N=C(\C)CC(=O)Nc2ccc(Cl)cn2)c1,-15.2,-16.2,12.9,-2.8,9.5,-2.2,2.7,-3.8
Cc1ccc(C)c(S(=O)(=O)N2CC(=O)Nc3ccccc32)c1,-3.0,-1.4,2.0,2.8,-4.6,3.7,-4.3,-1.3

# Laid out differently: entries from further up
SMILES	HKDC1 inhibitor	Gli-Sufu block	697 NFkB inh	Apaf1 inhib	Jurkat NFkB inh	UBC13 inh	SENP7 inh	SENP8 block
O=C(CCn1ccnc1)Nc1cc(Cl)ccc1O	2.3	-11.6	-32.8	0.1	-35.4	-6.8	4.6	-2.7
CCOc1cc(C(=O)N2CCC3(CC2)NCCc2[nH]cnc23)cc(OCC)c1OCC	-5.8	3.6	12.0	-6.7	-6.1	-2.3	12.2	-4.3
Cc1sc2nc(CSc3cccc(C(F)(F)F)c3)[nH]c(=O)c2c1C	4.1	-1.9	-92.1	14.1	8.0	-4.0	2.2	-4.0
COc1ccc(C2CC(c3ccccc3Cl)Nc3ncnn32)cc1OC (configuration not stated)	-4.7	1.6	8.0	-6.5	1.6	3.4	-1.5	2.8
CCNc1nc(NCC)nc(OCC(=O)O)n1	-3.6	4.3	24.0	-33.7	0.5	-1.3	2.6	0.7

# Further entries.
SMILES,HKDC1 inhibitor,Gli-Sufu block,697 NFkB inh,Apaf1 inhib,Jurkat NFkB inh,UBC13 inh,SENP7 inh,SENP8 block
COc1ccc(N(CC(=O)N2CCCC(C)C2)S(=O)(=O)c2c(C)nn(C)c2C)cc1 (configuration not stated),-2.4,-3.1,-0.9,11.3,-10.4,-5.7,-6.0,-12.1
CCCn1c(SCc2ccccc2)nc2c1c(=O)[nH]c(=O)n2C,-3.9,7.9,-10.6,9.2,-4.0,-0.2,6.9,-3.7
CCO[C@H]1OC(C(=O)Nc2ccccc2)=C[C@@H](C)[C@@H]1CCCO,-5.5,2.8,14.4,-2.7,0.9,-1.9,0.2,10.4
O=C(OC1CCOC1=O)c1cc(-c2cccs2)nc2ccccc12 (configuration not stated),-6.1,0.6,14.4,3.3,25.9,16.3,11.1,2.4
Cc1cc(C(=O)NC2CCCc3c2cnn3-c2cccc(C)c2C)c(C)o1 (configuration not stated),-0.3,48.0,-97.1,12.2,29.7,-8.6,-10.0,-2.4
OC(COCc1ccccc1)Cn1cnc2ccccc21 (configuration not stated),-8.6,6.3,8.1,-8.8,2.9,4.2,7.2,-6.6
CN(C)C(=O)c1cccn1-c1ncc(C(F)(F)F)cc1Cl,-13.5,1.6,0.3,-2.0,18.1,-4.5,0.1,5.7
Cc1onc(-c2ccccc2)c1C(=O)NNC(=S)NC(=O)/C=C/c1ccccc1,-30.2,-9.3,3.4,-5.2,18.7,-15.9,6.8,8.1
Cc1nc(CNC(=O)c2ccccc2OC2CCN(S(C)(=O)=O)CC2)cs1,0.4,-0.4,-17.7,-1.3,-10.4,-3.5,-4.0,-7.5
N=C(N)SCc1nc2ccccc2c(=O)n1-c1ccccc1,-12.8&18.0,-28.0&-20.6,-31.3,0.6,-21.8,2.4,-2.4,-11.4
C/C(CC(=O)Nc1ccc2c(c1)OCCO2)=N\NC(=O)COc1ccc(Cl)c(C)c1,0.9,-7.0,-11.2,15.1,-4.5,11.8,7.0,1.1
Cc1nn(CC(=O)OCC(=O)NCCc2ccc(S(N)(=O)=O)cc2)c(C)c1[N+](=O)[O-],3.6,-1.0,16.4,-11.1,3.9,17.6,5.9,-3.5
CCCCCCCC(=O)NNC(=O)c1c(O)c2ccccc2n(CCC)c1=O,-7.8,0.3,18.4,25.8,-16.5,-3.8,6.0,2.4
Cc1nnc(-c2cnn(-c3ccccc3)c2N)n1Cc1ccccc1,2.8,6.2,1.6,-1.6,0.9,4.9,-0.4,7.7
Cc1cccc(COc2ccccc2/C=N/Nc2ccc([N+](=O)[O-])cc2)c1,-0.3,6.9,13.7,-31.2,25.5,-56.8,12.0,2.5
O=C(Nc1ccccc1Cl)ON=C1c2ccccc2-c2ccccc21,-2.6,-12.7,2.7,8.4,0.9,13.9,-2.3,4.4
CNC(=S)N1CCc2sccc2C1C (configuration not stated),-2.1,-0.4,0.4,-3.6,1.2,4.2,4.9,-7.5
COc1ccc(N2CCN(C(=O)C3CCCN(S(=O)(=O)c4ccc(C)cc4)C3)CC2)cc1 (configuration not stated),-4.7,4.8,-4.7,10.2,0.7,4.7,2.1,6.8
CC(OC(=O)Cc1n[nH]c(=O)c2ccccc12)C(=O)Nc1ccc(Cl)cn1 (configuration not stated),-3.1,0.5,11.6,2.4,7.3,-1.8,-1.5,-5.3
CN(CCCNC(=O)c1cccc(N2CCCC2=O)c1)c1ccccc1,-6.2,6.7,1.3,-2.5,8.9,-2.1,-1.4,-0.4
Cc1ccc(-c2cccc(OC(=O)c3ccccc3F)c2)cc1,-2.3,-10.5,-8.5,5.5,-15.3,2.7,49.6,-11.1
OC(CN1C2=NCCCN2c2ccccc21)c1ccc(Cl)cc1 (configuration not stated),-6.8,5.2,7.0,-4.2,2.2,4.9,0.9,3.9
Cc1[nH]nc2c1C1(CCN(C(=O)c3ccccc3)CC1)C(C#N)=C(N)O2,-2.2,13.6,-41.6,14.3,-1.4,-0.1,4.7,1.3
Clc1ccc2c(c1)-c1nnc(Br)n1-c1ccccc1S2,0.6,5.4,-18.1,18.5,-3.4,2.9,-7.0,0.4
COCCCN1CN=C(Nc2nc3ccccc3o2)NC1,-7.2,-41.2,-3.2,-12.6,-27.7,1.4,-0.7,2.2
COC(=O)CN1C(=O)N/C(=C/c2ccc(OC)c(C)c2OC)C1=O,-3.2,2.4,32.7,-0.1,-13.2,-7.4,5.9,1.7
O=C(NC(=S)Nc1cccc2c(O)cccc12)c1ccccc1[N+](=O)[O-],6.6,0.0,-30.6,31.6,-2.5,-3.2,6.1,35.3
CCOC(=O)c1c(NC=O)sc2c1CCC2,4.8,69.7*,-18.2,-3.1,6.7,7.1,2.5,6.0
NS(=O)(=O)c1cccc(NC(=O)CSc2nc3ccccc3c(=O)n2Cc2ccco2)c1,3.3,5.1,-22.5,17.9,-8.9,39.9,-3.6,-12.9
Cn1c(=O)c2[nH]c(-c3ccccc3)c(O)c2n(C)c1=O,0.6,16.6,4.8,7.6,10.2,10.9,2.6,-8.8

# Some entries already given, showing only Jurkat NFkB inh:
canonical_smiles	Jurkat NFkB inh
Cc1ccc(-c2cccc(OC(=O)c3ccccc3F)c2)cc1	-15.3
Cn1c(=O)c2[nH]c(-c3ccccc3)c(O)c2n(C)c1=O	10.2

# Going on with the list:
SMILES,HKDC1 inhibitor,Gli-Sufu block,697 NFkB inh,Apaf1 inhib,Jurkat NFkB inh,UBC13 inh,SENP7 inh,SENP8 block
CSc1nc(-c2ccccc2)nc(C(Cl)Cl)n1,-4.9,21.0,-6.1,-4.8,11.0,9.7,-3.6,-6.2
NC(=O)CC(NC(=O)Cc1ccc(Br)cc1)c1ccc(N2CCC(Br)CC2)c([N+](=O)[O-])c1 (configuration not stated),-0.8,5.7,17.8,25.5,9.2,12.0,6.5,4.2
CCCCCCCC1CC(CSC(=N)N)OC1=O (configuration not stated),2.1,10.6,-10.2,2.4,0.8,20.6,2.4,-1.0
Cc1c(C(=O)N2CCCCCC2)c(S(=O)(=O)Nc2ccccc2F)c(C)n1C,1.0,51.2,-33.3,7.7,-11.5,-10.0,11.1,3.0
CCCOc1cccc(NC(=O)c2c(-c3ccccc3)noc2C)c1,2.8,2.4,-31.1,17.4,-22.8,-7.4,-8.5,-9.9
CC1CC(C(F)F)n2nc(C(=O)O)cc2N1 (configuration not stated),-12.0,-6.6,-19.5,-7.5,-9.9,2.5,-1.8,4.3
CCS(=O)(=O)N1CCC(C(=O)Oc2ccccc2Br)CC1,3.8,23.4,4.1,2.1,-6.2,-4.1,-3.0,8.9
Cc1ccc(Cl)cc1N1CCN(S(=O)(=O)c2c(C)[nH]c(=O)[nH]c2=O)CC1,-5.2,9.0,12.2,7.5,5.9,7.7,6.4,0.6
Cc1cccc(N2CCN(C(=O)Cc3ccc(Br)cc3)CC2)c1C,8.1,-5.5,-9.6,31.2,2.2,-4.0,9.5,-13.9
COc1cc(C=O)ccc1OCC(=O)Nc1ccccc1N1CCOCC1,-7.9,2.9,2.5,-3.5,-18.6,8.1,-8.8,-1.5
Cc1nc2ccc(Br)cn2c1C(=O)N/N=C\c1ccccc1Cl,-5.7,3.6,16.6,1.9,16.0,-3.1,3.7,2.9
O=C(Nc1nnc(C2=COCCO2)o1)c1cccc([N+](=O)[O-])c1,1.1,-5.8,-9.4,-7.8,-7.5,-1.2,-5.4,-1.8
COc1ccc(Nc2nc(N)nc(CSc3nncn3C)n2)cc1,-11.3,-16.8,3.4,-7.6,-18.1,5.6,4.8,2.5
CC(NC(=O)c1cc(S(=O)(=O)N(C)C)ccc1Cl)c1ccc(-n2ccnc2)cc1 (configuration not stated),5.4,3.5,8.8,-2.0,5.6,13.1,2.7,-4.5

# Compound activity as filed in PubChem BioAssay.
